Assay outcomes from PubChem.
Myeloid diff 2: promotes myeloid progenitor differentiation; ER-HoxA9 myeloid progenitors, lysozyme-GFP differentiation, flow cytometry; calls only at 10 µM; 360,000 compounds, 1% hits; AID 624256;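 active means normalized GFP-positive differentiation at or above the plate's own cutoff, the solvent-only control mean plus 3 SD; inconclusive means no clear call, values can overlap the other calls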;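 further: cells exposed to compound for four days before flow analysis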
Myeloid diff 2 GFP+ MAC1+ %: recorded beside Myeloid diff 2, whose call it bears; GFP+ MAC1+ double positive, %; measured here: differentiation confirmed by MAC1 staining
Starred values were filed as active, the others as inactive; i = inactive; ? = inconclusive; . = not tested or not shown. The list is partial, so the mix of outcomes need not match the whole.

compound	Myeloid diff 2	Myeloid diff 2 GFP+ MAC1+ %
O=c1cc(CN2CCN(c3ccccc3)CC2)c2ccccc2o1	i	1.7
CCOC1=C2[C@H](c3ccccc3F)N(S(=O)(=O)c3ccc(C)cc3)C[C@H]2n2c(=O)n(-c3ccccc3)c(=O)n2C1	i	1.1
C[C@H](CO)N1C[C@H](C)[C@@H](CN(C)C(=O)Nc2cccc3ccccc23)OCCCC[C@H](C)Oc2ccc(NS(=O)(=O)c3cn(C)cn3)cc2C1=O	i	2.3
CC(c1nc2ccccc2[nH]1)N(C(=O)C1=NNC(=O)CC1)c1ccccc1 (stereo not drawn)	i	0.6
COCCNc1nc(NCc2ccc(C)cc2C)c2sccc2n1	i	1.2
CCCCc1c(-c2ccccc2OC)ncn1CCc1cccc(OC)c1	i	0.6
CCCNC(=O)c1cc(C2CCCCN2C(=O)CCCc2ccccc2)on1 (stereo not drawn)	i	1.6
CCOc1cc(OCC)cc(C(=O)N2CCC[C@H]2C(=O)N2CCC[C@H]2C(=O)N[C@@H](C)c2ccccc2)c1	i	1.2
COc1cccc(CNC(=O)[C@@H]2CCCN2C(=O)[C@H]2CCCCN2C(=O)OC(C)(C)C)c1	i	1.1
Nc1nc2c(ncn2[C@@H]2O[C@H](CNS(=O)(=O)c3cccnc3)[C@@H](O)[C@H]2O)c(=O)[nH]1	i	0.4
CC(C)CNC(=O)C1(C)CCCCCN1C(=O)c1cc(C#N)cs1 (stereo not drawn)	i	1.9
O=C(C[C@@H]1CC[C@@H]2[C@H](COC[C@H](O)CN2S(=O)(=O)c2ccccc2)O1)Nc1ccccc1	i	1.6
COc1ccc(C(O)C(O)(C(=O)OC(C)C)c2ccc(C)cc2)cc1 (stereo not drawn)	i	2.5
CC1(c2nnnn2-c2ccc3c(c2)OCCO3)CCC(=O)N1CCc1ccccc1F (stereo not drawn)	i	1.3
CC1(C(=O)O)CCCN(C(=O)c2cccnc2Oc2ccccc2)C1 (stereo not drawn)	i	1.2
CCc1nc2ccc(C(=O)N3CCN(C)CC3)cn2c1N(C)CCC(C)C	i	1.0
OC(c1ccc(-c2ccccc2)cc1)c1ncc(-c2ccc(C(F)(F)F)cc2)[nH]1 (stereo not drawn)	i	1.0
COCCNc1nc(Nc2ccc(F)cc2)c2sccc2n1	i	1.6
CCc1nc2ccc(C(=O)NCCCn3ccnc3)cn2c1N(CC)Cc1cccc(Br)c1	i	1.2
O=C(C[C@H]1CC[C@@H](NS(=O)(=O)c2ccccc2)[C@@H](CO)O1)NCc1ccc(Cl)c(Cl)c1	i	1.4
N#CC1C(=O)NC(=O)C(C#N)C12CCCC2 (stereo not drawn)	i	0.6
CC1(C(=O)Nc2ccc3c(c2)OCCO3)CSCC(=O)N1Cc1ccco1 (stereo not drawn)	i	1.7
O=C(Nc1nnc([C@@H]2C[C@H](O)[C@@H](CO)O2)s1)NC(c1ccccc1)c1ccccc1	i	1.0
CCOc1ccc(Cl)cc1-c1cc(C(=O)Nc2ccc(C(C)C)cc2)[nH]n1	i	1.2
COCCNC(=O)C1(C)CCCN(C(=O)COc2ccccc2)C1 (stereo not drawn)	i	0.8
CC(C)NC(=O)N1Cc2cc(C(=O)NC3CCCC3)nc(-c3cccc(-c4cccnc4)c3)c2[C@H]1CCO	i	0.3
CCOc1ccc(CCN2C(=O)C(=O)N([C@@H](CC(C)C)CN3CCC[C@H]3CN3C(=O)C(=O)NC[C@@H]3Cc3ccccc3)C[C@@H]2CC(C)C)cc1	i	1.6
Cc1ccc(-c2csc(C(O)c3ccccc3)n2)cc1C (stereo not drawn)	i	1.3
CCN1CCN(C(CCc2ccccc2)C(=O)NC2CCCCC2)CC1 (stereo not drawn)	i	0.9
CCCC(C)(C)C(=O)N1CCC1(C)C(=O)NS(=O)(=O)c1ccc(Br)cc1 (stereo not drawn)	i	0.8
O=C1Cc2cc(S(=O)(=O)N3CCN(c4ccc(C(=O)O)cc4)CC3)ccc2N1	i	0.6
CC(C)C[C@@H]1CC2=C(C(=O)OC(C)(C)O2)[C@H](c2ccc(Cl)cc2)O1	i	1.7
O=C(Nc1ccc2c(c1)OCCO2)C1c2ccccc2OCC(=O)N1Cc1cccnc1 (stereo not drawn)	i	0.6
Cc1ccc(Sc2ccc(NC(=O)c3ccc(F)cc3)cc2C#N)cc1	i	0.8
Nc1sccc1C(=O)N1CCN(c2ccccc2)CC1	i	1.9
CC(C)NC(=O)c1cc(C2CCCCN2C(=O)c2ccccc2)on1 (stereo not drawn)	i	1.1
COc1ccc(-c2nc3ccc(Br)cn3c2CC(C)(C)C)cc1OC	i	0.9
COc1cccc(C(C)(O)c2nc(-c3ccc(N(C)C)cc3)cs2)c1 (stereo not drawn)	i	0.9
CC(C)(C)n1nnnc1C(c1ccccc1)N1CCN(c2ncc(C(F)(F)F)cc2Cl)CC1 (stereo not drawn)	i	0.7
CC(C)C[C@H]1CN(CCCC[C@@H]2CNC(=O)C(=O)N2Cc2ccccc2)C(=O)C(=O)N1CC1CCCCC1	i	1.0
Cc1cccc(C)c1NC(=O)c1ccc2sc([C@H]3C[C@H](O)[C@@H](CO)O3)nc2c1	i	0.4
CC(C)CNC(=O)C1(C)CCCN1Cc1ccccc1OC(F)F (stereo not drawn)	i	0.4
CC1(C(=O)NS(=O)(=O)c2cccs2)CCN1C(=O)CC1CCCCC1 (stereo not drawn)	i	0.7
CC(=O)Nc1ccc(CN2C(=O)C(C)ON=C2c2ccccc2-c2ccco2)cc1 (stereo not drawn)	i	1.5
CCOC(=O)[C@]12CCC=C1N(Cc1cccc3ccccc13)C(=O)[C@H](CC(=O)NCCc1ccccc1OC)C2	i	0.5
CCCC(=O)N1CCCC1(C)C(=O)Nc1ccc(-n2cncn2)cc1 (stereo not drawn)	i	1.6
COC(=O)[C@]12CCCCC=C1N(CCc1ccc(OC)c(OC)c1)C(=O)[C@H](CC(=O)NCc1cccc3ccccc13)C2	i	2.0
NC(c1ccccc1)c1csc(Nc2ccc(C(=O)NCCO)cc2)n1 (stereo not drawn)	i	0.6
COc1ccc(CNC(=O)Nc2nc(C(N)CCc3ccccc3)cs2)cc1 (stereo not drawn)	i	1.2
COc1ccc(C(C)(O)c2nc(-c3cccs3)cs2)cc1 (stereo not drawn)	i	1.4
C=CCNc1nc(NCCOc2ccccc2Cl)c2sc(-c3ccccc3)cc2n1	i	2.2
C(=C\c1ccccc1)/CN1CCN(C(c2cccc3ccccc23)c2nnnn2C2CCCC2)CC1 (stereo not drawn)	i	1.8
CN(Cc1ccccc1)C(=O)[C@@H]1CCCN1C(=O)OC(C)(C)C	i	1.8
CC1(Cc2ccccc2Cl)C(=O)Nc2cc(-c3ccccc3Cl)ccc21 (stereo not drawn)	i	0.8
Cc1ccc(OCc2nc3ccccc3n2C(C(=O)NC(C)(C)C)c2ccncc2)cc1 (stereo not drawn)	i	1.5
COc1ccc(CNC(=O)CC[C@H]2O[C@@H](n3cnc4c(NC(=O)c5ccccc5)ncnc43)[C@H](O)[C@@H]2O)cc1	i	0.6
Cc1ccc(N2CCN(C(=O)C(=O)c3cccc([N+](=O)[O-])c3)CC2)cc1	i	1.3
COc1ccc(-c2coc3c(C(=O)NCCN4CCOCC4)cccc23)c(C)c1	i	0.9
CCN(CC)c1ncnc2c1ncn2[C@H]1CN(Cc2ccccc2)C[C@@H](CO)O1	i	1.1
Cc1cc(Br)cn2c(Cc3cccc(F)c3)c(-c3ccc(F)cc3)nc12	i	1.1

Among those listed so far, these contain a COOH group:
compound	Myeloid diff 2	Myeloid diff 2 GFP+ MAC1+ %
CC1(C(=O)O)CCCN(C(=O)c2cccnc2Oc2ccccc2)C1 (stereo not drawn)	i	1.2
O=C1Cc2cc(S(=O)(=O)N3CCN(c4ccc(C(=O)O)cc4)CC3)ccc2N1	i	0.6

(listing goes on)
Results follow in this order: Myeloid diff 2	Myeloid diff 2 GFP+ MAC1+ %
> O=C(NCC1CC1)c1cccs1
    i	1.1
> CCCCCCCCN1C(=O)[C@H](CC(=O)NCCCOCCCC)C[C@@]2(C(=O)OC)CCCCC=C12
    i	1.5
> CCCCCn1nnnc1C1(C)CCC(=O)N1Cc1ccco1 (stereo not drawn)
    i	1.2
> CC(=O)Nc1cccc(-c2ccnc3c2CC(C(=O)NCC2CC2)O3)c1 (stereo not drawn)
    i	1.0
> Cc1cc(C)cc(Cn2cc(CN3CC(N4CCN(CCO)CC4)CS3(=O)=O)nn2)c1 (stereo not drawn)
    i	1.6
> CCNC(=O)C1CCCN(C(=O)c2ccc(F)c(Cl)c2)CC1 (stereo not drawn)
    i	1.1
> CCOC(=O)[C@]12CCCC=C1N(Cc1ccccc1)C(=O)[C@H](CC(=O)NCc1ccc(C)o1)C2
    i	3.7
> Cc1ccc(-c2nc3ccc(C)cn3c2Cc2cccc(F)c2)cc1
    i	1.2
> CCc1nc2ccc(C(=O)Nc3ccc(OC)c(OC)c3)cn2c1N(C)Cc1nccs1
    i	0.8
> CCc1nc2ccc(C(=O)Nc3ccc(NC(C)=O)cc3)cn2c1N(C)C(=O)Cc1ccccc1
    i	0.8
> C[C@H]1CN([C@@H](C)CO)C(=O)CCCn2cc(nn2)CO[C@@H]1CN(C)C(=O)NC1CCCCC1
    i	0.9
> CN1CCN(C2CN(C3CCCCC3)S(=O)(=O)C2)CC1 (stereo not drawn)
    i	0.5
> CCCNC(=O)c1cc(C2CCCCN2C(=O)OCCF)on1 (stereo not drawn)
    i	0.4
> O=C(NC(c1ccc(-c2ccccc2)cc1)c1cnccn1)C1CCN(CCOc2ccc(F)cc2)CC1 (stereo not drawn)
    i	0.8
> Cc1ccccc1CN1C(=O)CN(S(C)(=O)=O)CC1(C)C(=O)NCc1ccccc1 (stereo not drawn)
    i	1.5
> COC(=O)c1cc(=O)nc(NN=Cc2ccc(OC)cc2)s1
    i	0.4
> CCCCNC(=O)c1nc(-c2cc3ccccc3[nH]2)oc1-c1cccc(C(F)(F)F)c1
    i	2.8
> CCNC(=O)C1(C)CCCN(C(=O)c2ccc3c(c2)C(C)(C)CCC3(C)C)C1 (stereo not drawn)
    i	1.2
> COCCNC(=O)c1cc2c(c(-c3cccc(C#Cc4ccc(OC)c(OC)c4)c3)n1)[C@@H](CCO)N(S(=O)C(C)(C)C)C2 (stereo partly drawn)
    i	3.2
> CC(C)=CCC[C@H](C)C[C@@H]1Cc2[nH]c(=S)[nH]c(=O)c2[C@@H](c2ccc(F)cc2)O1
    i	0.4
> CC(C)CNC(=O)C1(C)CCCN1C(=O)c1ccc2ccccc2n1 (stereo not drawn)
    i	1.0
> COc1ccc(-c2cnc3c(NC=O)cc(-c4cc(OC)c(OC)c(OC)c4)cn23)cc1OC
    ?	.
> COC(=O)c1ccc2nc(-c3cccc(Cl)c3)c(CC3CCCCC3)n2c1
    i	1.6
> CC1(C(=O)NS(=O)(=O)c2ccccc2Cl)CCN1C(=O)C1CC1 (stereo not drawn)
    i	0.7
> O=C1Nc2ccccc2-c2nnnn2C1N1CCCCC1 (stereo not drawn)
    i	0.8
> O=C(Nc1ccc(F)cc1)C(c1cc2ccccc2o1)N1CCN(C(=O)c2ccco2)CC1 (stereo not drawn)
    i	3.5
> O=C1NC[C@H](CCCCN2C[C@H](Cc3ccccc3)N(CC3CCCCC3)C(=O)C2=O)N(CCc2ccccc2)C1=O
    i	0.7
> CC1(C(=O)Nc2ccc(F)c(Cl)c2)Cc2c(-c3cccc(C(F)(F)F)c3)ccnc2O1 (stereo not drawn)
    i	1.3
> COc1ccccc1-c1csc(C(C)(O)c2ccccc2)n1 (stereo not drawn)
    i	0.6
> OCCN1CCN(c2ncnc3c2ncn3[C@H]2CN(Cc3cccs3)C[C@@H](CO)O2)CC1
    i	0.3

A different layout for part of the listing above.
Cc1ccc(-c2nc3ccc(C)cn3c2Cc2cccc(F)c2)cc1
- Myeloid diff 2: i
- Myeloid diff 2 GFP+ MAC1+ %: 1.2
CCc1nc2ccc(C(=O)Nc3ccc(OC)c(OC)c3)cn2c1N(C)Cc1nccs1
- Myeloid diff 2: i
- Myeloid diff 2 GFP+ MAC1+ %: 0.8
CCc1nc2ccc(C(=O)Nc3ccc(NC(C)=O)cc3)cn2c1N(C)C(=O)Cc1ccccc1
- Myeloid diff 2: i
- Myeloid diff 2 GFP+ MAC1+ %: 0.8
C[C@H]1CN([C@@H](C)CO)C(=O)CCCn2cc(nn2)CO[C@@H]1CN(C)C(=O)NC1CCCCC1
- Myeloid diff 2: i
- Myeloid diff 2 GFP+ MAC1+ %: 0.9

(more compounds)
Results follow in this order: Myeloid diff 2	Myeloid diff 2 GFP+ MAC1+ %
> C#CCN(CC(=O)OCC)S(=O)(=O)CCNC1CC1
    i	0.7
> OC(c1ccccc1)(c1ccccc1)C1CCN(CCCOc2ccc(F)cc2)CC1
    i	1.2
> COc1cccc(C(O)c2nc(-c3cccc(C(C)C)c3)cs2)c1 (stereo not drawn)
    i	1.0
> CCCCOCCCNC(=O)C[C@@H]1C[C@@]2(C(=O)OCC)CCCC=C2N(Cc2ccco2)C1=O
    i	0.3
> COc1ccc(C(C)(O)c2nc(-c3ccc(C)c(C)c3)cs2)cc1 (stereo not drawn)
    i	0.2
> Cc1cccc(C)c1NC(=O)C1(C)CN(S(C)(=O)=O)CC(=O)N1CCc1ccc(O)cc1 (stereo not drawn)
    i	1.7
> O=C(NC1CCCCC1)C(c1ccc(C(F)(F)F)cc1)n1c(=O)c(-c2cc3ccccc3[nH]2)nc2ccccc21 (stereo not drawn)
    i	3.4
> COCCCn1cc(CN2CC(N(C)C)CS2(=O)=O)nn1 (stereo not drawn)
    i	0.8
> Cn1c(=O)c2cc(NC(=O)Nc3cccnc3)ccc2n1Cc1ccc(Cl)cc1
    i	1.7
> Cc1cccc(COC[C@H](Cc2ccccc2)N2CCN(C(=O)c3cccc(C)c3)CCC2=O)c1
    i	1.8
